CHRM1 antagonist = blocks human M1 muscarinic receptor; inhibition, % at 3 µM; actives 1.3% (n = 360,000); CHO-K1 hM1, Fluo-8 calcium fluorescence, ACh EC80 antagonist;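 active = percent inhibition above its own plate's cutoff, namely the mean of that plate's compound wells plus 3 SD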;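 note: peak over basal fluorescence ratio during 140 s after agonist addition; 0% = ACh EC80 plus DMSO and 100% = DMSO alone without agonist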
Target sequence (P11229 whole entry, looked up): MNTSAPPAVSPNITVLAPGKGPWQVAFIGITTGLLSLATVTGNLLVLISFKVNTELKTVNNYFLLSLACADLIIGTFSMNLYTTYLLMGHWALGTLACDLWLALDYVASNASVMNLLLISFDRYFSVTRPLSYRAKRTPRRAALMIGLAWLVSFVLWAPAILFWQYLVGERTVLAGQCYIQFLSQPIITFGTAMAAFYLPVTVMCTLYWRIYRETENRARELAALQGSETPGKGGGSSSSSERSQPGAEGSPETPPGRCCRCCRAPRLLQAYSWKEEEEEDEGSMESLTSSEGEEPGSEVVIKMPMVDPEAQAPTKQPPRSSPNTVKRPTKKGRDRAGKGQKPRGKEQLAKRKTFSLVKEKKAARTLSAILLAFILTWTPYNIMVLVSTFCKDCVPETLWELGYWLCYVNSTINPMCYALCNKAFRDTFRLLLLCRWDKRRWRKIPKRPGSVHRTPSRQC
CHRM4 antagonist = antagonists of human muscarinic M4 receptor (CHRM4) | CHO-hM4 cells, ACh EC80, Fluo-8 calcium fluorescence | actives 0.73% (n = 360,000) | P08173 | AID 624125 | inhibition, % at 3 µM;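 active = inhibition above its plate's cutoff, the mean inhibition of sample wells plus 3 SD, cut at about 27% in these data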;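 note: 0% = acetylcholine EC80 with DMSO and 100% = DMSO without agonist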
Target sequence (P08173 whole entry, looked up): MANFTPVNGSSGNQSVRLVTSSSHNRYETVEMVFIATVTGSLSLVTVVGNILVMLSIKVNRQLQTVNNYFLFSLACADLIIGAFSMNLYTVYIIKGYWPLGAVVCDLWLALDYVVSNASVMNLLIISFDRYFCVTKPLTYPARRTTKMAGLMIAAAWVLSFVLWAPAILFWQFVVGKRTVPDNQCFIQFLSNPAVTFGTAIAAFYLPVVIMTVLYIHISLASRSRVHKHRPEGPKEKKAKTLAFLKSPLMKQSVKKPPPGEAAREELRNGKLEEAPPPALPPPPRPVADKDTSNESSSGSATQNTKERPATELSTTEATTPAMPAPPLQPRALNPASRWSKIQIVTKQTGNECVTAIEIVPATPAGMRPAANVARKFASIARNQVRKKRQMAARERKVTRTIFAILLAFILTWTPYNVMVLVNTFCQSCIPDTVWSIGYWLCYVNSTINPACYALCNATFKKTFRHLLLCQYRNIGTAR
CHO-K1 Ca antag = nonselective inhibitor or artifact in parental CHO-K1 cells | actives 0.6% (n = 360,000) | ATP-induced calcium, Fluo-8 fluorescence | inhibition, % at 3 µM;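 active = inhibition above a per-plate cutoff, the plate's mean sample inhibition plus 3 SD, cut at about 24% in these data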;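 note: 0% = DMSO plus EC80 ATP and 100% = DMSO alone without ATP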
CHRM1 agonist = activates human CHRM1 receptor; P11229; CHO-K1 hM1, Fluo-8 calcium fluorescence, agonist mode; 0% DMSO, 100% acetylcholine EC100; activation, % at 3 µM; actives 0.33% (n = 360,000);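 active = activation above the run's mean compound activation plus 3 SD, cut at about 16% in these data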;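 note: peak over basal fluorescence ratio within a 140 s kinetic read after compound addition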
OXTR potentiator = human OXTR potentiation; CHO-OTR cells, Fluo-8 calcium fluorescence, potentiator mode; 0% = oxytocin EC15, 100% = EC100; actives 0.061% (n = 320,000); AID 2445; activation, % at 3 µM; P30559;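 active = activation above that plate's cutoff, the mean activation of tested compounds plus 3 SD, cut at about 6.6% in these data, passing the limit was not always enough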;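 note: 100% uses oxytocin at 75 nM as the full agonist control; some results filed as inactive read as strong as hits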
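assay system = CHO-OTR cells, human receptor | schedule = compound 6 min at room temperature before oxytocin, 100 s read | detection = Fluo-8 intracellular calcium fluorescence, ex 470-495, em 515-575 nm | evaluation = normalized max/min fluorescence ratio, % activation | control set = EC15 oxytocin alone as 0%, 75 nM oxytocin (EC100) as 100%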
CHO parental Ca = counter-screen: ATP calcium response change in parental CHO cells; parental CHO-K1, ATP-induced calcium, Fluo-8 fluorescence; inhibition, % at 5.6 µM; actives 0.63% (n = 330,000);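 active = inhibition above that plate's mean sample inhibition plus 3 SD, cut at about 26% in these data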;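 note: 0% = ATP-challenged DMSO wells and 100% = DMSO wells without ATP; some compounds past the cut are filed as inactive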
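Assay system: untransfected parental CHO cell line. Also added: ATP agonist challenge. Dosing: one dose, 5.6 µM nominal. Measured by: Fluo-8 fluorescence. Read-out: % inhibition. Benchmarks: ATP wells versus no-ATP DMSO wells. Repeats: no replicates.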
CHO-K1 Ca ag = M1 agonist counterscreen hit in parental CHO-K1 cells; actives 0.48% (n = 360,000); Fluo-8 calcium fluorescence; scaled to maximal ATP response, vehicle zero; activation, % at 3 µM; in the data active = activation above about 15%;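 note: untransfected CHO-K1 host cells lacking M1 receptor as counterscreen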
CHRM1 PAM = positive allosteric modulators of human M1 muscarinic receptor | P11229 | activation, % at 3 µM | actives 0.088% (n = 360,000) | CHO-K1 hM1, Fluo-8 calcium fluorescence, ACh EC20; 0% = ACh EC20, 100% = maximal ACh; in the data active = activation above about 19%, passing the limit was not always enough
M4 ag = CHRM4 agonism in calcium assay. CHO-K1 hM4/Gqi5, Fluo-8 calcium fluorescence; vehicle 0%, full acetylcholine response 100%. actives 0.14% (n = 360,000). activation, % at 3 µM. AID 624127. P08173;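 active = activation above the run mean over all test wells plus 3 SD, cut at about 32% in these data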;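 note: peak over basal fluorescence ratio per well then scaled between controls; 0% = DMSO wells and 100% = acetylcholine at EC100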
* marks the source's active call; other numbers are inactive results; x = no result given.

#1 CCOC(=O)N1CCC(NC(=O)c2cc(S(=O)(=O)N3CCCC3)cn2C)CC1
#2 Cc1cc(C)c(-c2cc(C(F)(F)F)no2)c(=O)[nH]1
#3 NC(=O)c1nc(N2CCOCC2)nc(N2CCOCC2)n1
#4 CC(=C\C(=O)O)/C(=C/c1ccccc1)C(=O)O
#5 Cc1ccc(OCCC(=O)OCC(=O)c2c(N)n(C)c(=O)n(C)c2=O)cc1
#6 COc1ccc2c(C)c(CC(=O)N3CCN(C(=O)C4COc5ccccc5O4)CC3)c(=O)oc2c1 (stereo not given)
#7 CCC(=O)N1CCC(NC(=O)Nc2ccc(OC(F)(F)F)cc2)CC1
#8 COCCCNC(=O)CCCn1c(=O)c2ccccc2n(Cc2cccc([N+](=O)[O-])c2)c1=O

Assay by compound	1	2	3	4	5	6	7	8
CHRM1 antagonist	2	-11	-3	4	-13	4	10	-18
CHRM4 antagonist	2	-5	6	5	-4	-16	16	-3
CHO-K1 Ca antag	26*	-3	-1	-3	-6	3	-6	-11
CHRM1 agonist	-1	-5	-3	-3	1	-1	-6	-5
OXTR potentiator	-6	0	-3	-10	-8	-3	0	11
CHO parental Ca	-17	-10	20	4	11	-15	6	0
CHO-K1 Ca ag	0.0	0.4	0.1	-0.1	2.5	1.9	-0.4	0.6
CHRM1 PAM	2	12	5	0	19	5	-7	5
M4 ag	1	1	0	1	4	10	-1	0

#9 N=c1c(C(=O)NCc2ccc(F)cc2)cc2c(=O)n3ccccc3nc2n1Cc1cccnc1
#10 O=C(COC(=O)c1ccc(O)cc1O)NC12CC3CC(CC(C3)C1)C2
#11 Cc1ccc2cc(CCNC(=O)c3ccc(S(=O)(=O)N4CCOCC4)cc3)c(=O)[nH]c2c1
#12 COC(=O)c1c(NC(=O)C2SC(=NC3CCCCC3)C(C(N)=O)=C2N)sc2c1CCCC2 (stereo not given)
#13 CCOC(=O)Cn1nc(C)c2ccccc2c1=O
#14 CCOC(=O)c1sc(=S)n(C)c1NC(=O)c1ccc(F)cc1
#15 O=C(CN1CCN(c2ccccn2)CC1)Nc1cccc(Cl)c1Cl
#16 COc1ccc(OCCn2cc(C=O)c3ccccc32)cc1

Assay by compound	9	10	11	12	13	14	15	16
CHRM1 antagonist	-12	-4	-6	-6	-8	-2	-5	-2
CHRM4 antagonist	0	-7	-4	-8	3	-6	-6	1
CHO-K1 Ca antag	-10	-22	-6	-13	-6	9	-3	-5
CHRM1 agonist	-6	0	-3	-6	-5	-4	-6	-3
OXTR potentiator	-1	-12	-3	-6	1	1	-14	-7
CHO parental Ca	-17	-22	-9	-6	-1	-5	-21	-7
CHO-K1 Ca ag	-0.5	3.0	0.7	0.5	0.8	0.7	4.2	5.9
CHRM1 PAM	13	7	6	8	7	3	0	-3
M4 ag	-1	5	2	1	2	0	8	8

#17 Cc1nnsc1C(=O)N/N=C/c1ccc(OC(F)(F)F)cc1
#18 NNC(=O)Cn1c(-c2ccccn2)nc2ccccc21
#19 Nc1ncnc(Sc2ccc(Cl)cc2)c1[N+](=O)[O-]
#20 CC(=O)Nc1ccc(NC(=O)C(C)OC(=O)C2CCC2)cc1 (stereo not given)
#21 CC(C)(C)NC(=O)c1ccc2c(c1)C(=O)N(C1CCCCC1)C2=O
#22 CN(c1cccc(NC(=O)c2ccc(N(C)S(=O)(=O)c3ccccc3)cc2)c1)S(C)(=O)=O
#23 CC(=O)N1c2ccc(S(=O)(=O)NCCC(=O)Nc3ccc(F)cc3C)cc2CC1C (stereo not given)
#24 CCOC(=O)C1CCN(C(=O)C2CCN(c3nc4ccc(OC)cc4s3)CC2)CC1

Assay by compound	17	18	19	20	21	22	23	24
CHRM1 antagonist	-13	11	0	-2	-11	28*	-9	4
CHRM4 antagonist	2	3	-4	-4	12	17	-4	1
CHO-K1 Ca antag	9	-4	-9	13	-15	24*	-14	-9
CHRM1 agonist	-1	-3	-10	-1	-6	-5	-1	-4
OXTR potentiator	-9	3	-3	-7	3	-39	-5	-15
CHO parental Ca	-6	-17	6	-3	-15	62*	-12	-9
CHO-K1 Ca ag	-0.4	8.6	1.1	0.0	2.5	16*	2.3	0.8
CHRM1 PAM	15	-4	1	0	10	-35	2	-4
M4 ag	2	21	0	1	3	25	3	3

#25 O=C(NCc1ccccc1CN1CCOCC1)c1ccc(-n2cccn2)cc1
#26 COc1cc(/C=N/N2CCN(Cc3ccc(Cl)cc3)CC2)ccc1OC(C)=O
#27 COC(=O)c1ccccc1-c1ccc(C(c2c(C)[nH][nH]c2=O)c2c(C)[nH][nH]c2=O)o1
#28 Cc1ccc(S(=O)(=O)Nc2ccc(N=Nc3ccc(O)cc3)cc2)cc1
#29 NC(=S)c1ccc(C(N)=S)o1
#30 COc1ccc(CCNC(=O)c2cc3c(=O)n4cccc(C)c4nc3n(CCCN3CCOCC3)c2=N)cc1
#31 COCCN(C(=O)c1csnn1)C(C(=O)NC1CCCCC1)c1cccs1 (stereo not given)
#32 N#CCCN(C(=O)COC(=O)c1ccc2c(=O)n3c(nc2c1)CCC3)c1ccccc1

Assay by compound	25	26	27	28	29	30	31	32
CHRM1 antagonist	-12	-8	1	-3	3	-13	13	0
CHRM4 antagonist	-10	7	3	1	5	0	-3	0
CHO-K1 Ca antag	-2	10	8	6	-4	-8	2	-10
CHRM1 agonist	-7	-4	-3	1	-5	-6	-1	-7
OXTR potentiator	0	-10	-3	-16	-6	-2	6	-4
CHO parental Ca	-7	-11	-4	0	-12	-16	-14	-18
CHO-K1 Ca ag	1.6	2.0	-0.1	1.8	0.7	0.9	-0.1	1.8
CHRM1 PAM	15	5	2	2	0	5	-4	3
M4 ag	5	4	0	5	0	3	1	2

#33 O=C(Nc1cccc(Cl)c1)C1CC1c1ccccc1 (stereo not given)
#34 Cc1nc2ccccc2c2oc(C(=O)NCCCN3CC(C)CC(C)C3)cc12 (stereo not given)
#35 O=C(Nc1ccncc1)Nc1ccccc1Cl
#36 COCCN1C(=O)c2ccc(C(=O)Nc3cccnc3)cc2C1=O
#37 COc1ccc(/C=N/N2C(=O)c3ccccc3C2=O)cc1
#38 O=C(Cn1c(NCCCO)nc2ccccc21)c1cccc(Br)c1
#39 COc1ccc(NC(=O)Cn2nnc(-c3ccccc3NC(=O)c3cccs3)n2)cc1
#40 COc1ccc(-c2csc(NC(=O)CSC(C)C(=O)Nc3cc(C)on3)n2)cc1OC (stereo not given)

Assay by compound	33	34	35	36	37	38	39	40
CHRM1 antagonist	-1	-8	-5	-5	-8	1	1	-2
CHRM4 antagonist	-15	2	-8	9	-10	0	1	-5
CHO-K1 Ca antag	-10	-10	-5	13	-10	-8	6	-17
CHRM1 agonist	-7	-4	-2	0	-5	-3	-4	-4
OXTR potentiator	-5	1	2	0	-5	-12	-8	4
CHO parental Ca	-7	-17	-7	-2	1	-15	-3	-19
CHO-K1 Ca ag	1.0	0.4	2.5	14	-0.1	1.0	0.5	4.9
CHRM1 PAM	-5	9	10	7	8	-2	1	0
M4 ag	0	1	1	1	0	4	1	12

#41 Cn1c(CCc2ccccc2)nnc1SCC(=O)N1CCOCC1
#42 CCCCCOc1ccc(C(=O)CCC(=O)NNC(=O)c2ccncc2)cc1
#43 CCOc1cc(/C=N/NC(=O)C(=O)NCCCOC(C)C)cc(Br)c1O
#44 CCOC(=O)c1c(C)oc2c1c(CN1CCN(C(=O)OCC)CC1)c(O)c1ccccc12
#45 COc1ccc(N2CC(O)(c3ccc(C)cc3)[N+]3=C2CCCC3)cc1 (stereo not given)
#46 COc1ccc2c(c1)[nH]c1c(=O)n(Cc3ccncc3)cnc12
#47 Cc1nc(SCC(=O)c2ccccc2)[nH]c(=O)c1Oc1ccc(Cl)cc1
#48 CN1C(=O)Nc2cccc3cccc1c23

Assay by compound	41	42	43	44	45	46	47	48
CHRM1 antagonist	-1	0	2	1	-4	-3	-8	-4
CHRM4 antagonist	-1	-3	2	5	-1	5	-3	-1
CHO-K1 Ca antag	3	-2	12	0	-7	-5	-14	14
CHRM1 agonist	-2	-2	-2	17*	5	-3	-3	-4
OXTR potentiator	0	x	2	-8	1	0	1	3
CHO parental Ca	-5	x	-11	-15	-4	-9	-11	-15
CHO-K1 Ca ag	0.4	3.2	1.4	1.9	0.3	0.3	5.5	0.7
CHRM1 PAM	7	-1	-4	-8	7	3	5	8
M4 ag	1	8	0	3	0	0	5	4

#49 CN(C)S(=O)(=O)c1ccc(C(=O)NCc2ccco2)cc1
#50 CC(=O)c1c(N2CCN(c3ccc(F)cc3)CC2)nc(=S)n(-c2ccccc2)c1C
#51 COc1ccc(N2CC(O)(c3ccc(OC(F)F)cc3)[N+]3=C2CCCC3)cc1 (stereo not given)
#52 CCc1nn(CC(=O)NC(C)CCc2ccccc2)c(=O)c2cc3occc3n12 (stereo not given)
#53 O=C(COc1ccc(S(=O)(=O)N2CCOCC2)cc1)N1CCN(c2ccccc2)CC1
#54 CCOCCCNC(=O)C(NC(=O)c1ccccn1)c1ccc(C)cc1 (stereo not given)

Assay by compound	49	50	51	52	53	54
CHRM1 antagonist	-2	2	42*	-12	-3	-5
CHRM4 antagonist	0	9	9	3	0	-6
CHO-K1 Ca antag	-4	-7	-3	-10	-9	-3
CHRM1 agonist	-8	-10	-7	-2	1	-4
OXTR potentiator	-1	-8	-3	0	-12	-5
CHO parental Ca	-1	-5	-12	-9	10	-3
CHO-K1 Ca ag	0.1	1.1	0.0	0.2	11	0.7
CHRM1 PAM	5	-15	-19	7	1	8
M4 ag	1	1	-1	-1	9	0

Of the compounds above, these contain an aryl thioether with sulfur outside any ring:
#19 Nc1ncnc(Sc2ccc(Cl)cc2)c1[N+](=O)[O-]
#41 Cn1c(CCc2ccccc2)nnc1SCC(=O)N1CCOCC1
#47 Cc1nc(SCC(=O)c2ccccc2)[nH]c(=O)c1Oc1ccc(Cl)cc1

Assay by compound	19	41	47
CHRM1 antagonist	0	-1	-8
CHRM4 antagonist	-4	-1	-3
CHO-K1 Ca antag	-9	3	-14
CHRM1 agonist	-10	-2	-3
OXTR potentiator	-3	0	1
CHO parental Ca	6	-5	-11
CHO-K1 Ca ag	1.1	0.4	5.5
CHRM1 PAM	1	7	5
M4 ag	0	1	5
